HTT aggregate – reduces HttQ103-GFP aggregates in PC12 cells; PC12 HttQ103-GFP aggregates, Acumen cytometry, 40 h; actives 1.1% (n = 220,000); AID 1688; Potency, µM (top dose mostly 46.1 µM), inactives show at the top dose activity change, negative = inhibition, actives largely listed as inhibitors; further: potency means the concentration at half of the fitted maximal effect; on the % scale 0 is the no-effect control and ±100 the full control effect; nearly all actives have a fitted effect of over 60% in size
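PC12 cells stably carrying ecdysone-inducible HTT exon 1 Q103–GFP were induced with tebufenozide (100 nM final) and treated with library compounds in titration. GFP aggregates in lysates were counted by laser scanning cytometry.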
CBFb RUNX1 block – blocks binding between human CBF-beta and RUNX1; AlphaScreen CBFb-His/RUNX1-biotin binding, biochemical; Potency, µM (top dose mostly 59.8 µM), without a hit: top-dose activity, negative = inhibition, hits mostly inhibitors; 230,000 tested, under 10 active; AID 1477; further: % of control where 0% means no effect
Target sequence (Q01196 whole entry, looked up): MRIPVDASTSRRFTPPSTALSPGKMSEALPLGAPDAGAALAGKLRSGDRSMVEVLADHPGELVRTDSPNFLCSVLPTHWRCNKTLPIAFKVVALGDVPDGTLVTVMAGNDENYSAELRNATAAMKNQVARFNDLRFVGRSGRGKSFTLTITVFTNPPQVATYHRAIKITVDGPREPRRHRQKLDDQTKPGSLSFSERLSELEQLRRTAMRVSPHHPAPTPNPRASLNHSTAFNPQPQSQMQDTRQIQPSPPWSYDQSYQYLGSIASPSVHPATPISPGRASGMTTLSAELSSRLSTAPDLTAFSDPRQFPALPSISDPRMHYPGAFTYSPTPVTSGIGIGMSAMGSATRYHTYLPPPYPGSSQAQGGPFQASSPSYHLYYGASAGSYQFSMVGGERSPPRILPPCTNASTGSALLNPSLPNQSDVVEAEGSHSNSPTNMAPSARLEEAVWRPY
Target sequence (Q13951 whole entry, looked up): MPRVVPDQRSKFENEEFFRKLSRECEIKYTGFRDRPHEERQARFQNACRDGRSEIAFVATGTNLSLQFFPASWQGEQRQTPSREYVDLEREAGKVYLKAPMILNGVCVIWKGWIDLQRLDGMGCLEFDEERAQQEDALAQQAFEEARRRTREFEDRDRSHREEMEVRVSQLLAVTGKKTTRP
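CBF-beta (His) and RUNX1 (biotin), 30 nM each; 20 min preassociation; + compound, 15 min; + beads 50 ng each (Ni, streptavidin), 90 min; RT; AlphaScreen read.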
LMNA splice mod – modulators of lamin A splicing; HeLa LMNA splicing GFP/RFP minigene ratio, 48 h; AID 1487; Potency, µM (titrated, usually from 46.1 µM), without a hit: at the top dose ratio change, negative = inhibition, hits mostly inhibitors; actives 0.01% (n = 200,000); active means well fitted inhibition curve with a large enough effect in the signal ratio, with a control signal flat, not every such curve was filed as active; inconclusive means small, poorly fitted or top-dose-only effect, or effect the other way, or a change in a side signal; the % refers to the signal ratio; further: potency means the concentration at half of the fitted maximal effect; on the % scale 0 is the no-effect control and ±100 the full control effect
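S3 HeLa stable clones carrying a lamin A-EGFP splicing minigene plus DsRed2 were seeded at 600 cells/well in Opti-MEM with 2% FBS, pin-dosed and incubated 48 h at 37°C. Acumen cytometry (488 nm) gave the GFP/RFP total-intensity ratio.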
KinaseGlo FLuc – Kinase-Glo luciferase inhibition (counter-screen); Q27757; Kinase-Glo luciferase, ATP luminescence, 8 min; Potency, µM (top dose mostly 38.3 µM), inactives show top-dose activity change, negative = inhibition, most hits filed as inhibitors; actives 0.28% (n = 200,000); further: potency means the concentration at half of the fitted maximal effect; on the % scale 0 is the no-effect control and ±100 the full control effect; nearly all actives have a fitted effect of over 60% in size
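Kinase-Glo luciferase light output from ATP and luciferin was measured with 10 uM ATP, within the enzyme's linear range. Buffer: 50 mM imidazole pH 7.2, 50 mM KCl, 7 mM MgCl2, 0.01% Tween 20, 0.05% BSA; luminescence read after 8 min at ambient temperature.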
HTT ATP protect – protects HTT-Q103 PC12 cells, measured by ATP. AID 1471. PC12 HTT-Q103 induced, cytoprotection, ATP luminescence, 40 h. Potency, µM (titrated, usually from 56.4 µM), inactives show cytoprotection (ATP increase), actives largely listed as activators. actives 0.14% (n = 230,000);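 further: potency means the concentration at half of the fitted maximal effect; % of control where 0% means no effect; nearly all actives have a fitted effect of over 45% in size; toxic huntingtin expression switched on by the ecdysone agonist tebufenozide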
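Readout: ATPlite luminescence (ATP level). Model: stable PC12, inducible Htt exon1 Q103-GFP. Inducer: tebufenozide, 100 nM final. Compounds: dose series. No G418 in medium.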
IMPase Li cell – cell-permeable IMPase inhibitors with lithium potentiation; actives 0.35% (n = 210,000); Potency, µM (highest dose often 59.4 µM), for the others: top-dose activity, negative = IMPase inhibition, most hits filed as inhibitors; AID 1457; CHO-M1 cells, IP1 TR-FRET (IP-One), carbachol + lithium;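 further: IP1 builds up when IMPase is blocked and the TR-FRET signal falls; potency means the concentration at half of the fitted maximal effect; plate controls were basal vehicle for no effect and high inhibitor control for full effect; nearly all actives have a fitted effect of over 50% in size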
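Lithium-sensitised IP1 accumulation assay; M1-expressing CHO cells treated 30 min at 37C with compound. Competitive antibody detection by time-resolved FRET followed a 10 min room-temperature lysis step.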
SMN2 splice up – enhancers of SMN2 splice variant expression. HEK293 SMN2-luciferase splicing reporter, luminescence, 30-36 h. Potency, µM (series often up to 46.1 µM), for the others: at the top dose activity change, positive = activation, hits mostly activators. actives 2.8% (n = 210,000); further: potency means the concentration at half of the fitted maximal effect; % of control where 0% means no effect; nearly all actives have a fitted effect of over 55% in size
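HEK293 cells carry an SMN2 […]–luciferase reporter in which exon 7 inclusion puts luciferase in frame. Cells were plated 10-12 h before compound addition, then incubated 30-36 h at 37C. ONE-Glo luminescence was read; sodium butyrate at 4.5 mM final served as control.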
Active calls of the source: *; ? = inconclusive; · = no result given; [ ] = remark or other dose. Unless noted, the call rests on the fitted dose curve; in most records, active means well fitted curve in the direction sought with a large enough effect; inconclusive means small, poorly fitted or top-dose-only effect, or another doubt; inactive means no such curve, though single readings can be large; an effect the other way counts as inactive or inconclusive.

Value order: HTT aggregate	CBFb RUNX1 block	SMN2 splice up	LMNA splice mod	HTT ATP protect	IMPase Li cell	KinaseGlo FLuc
> OC1(c2cccc(C(F)(F)F)c2)CCN(Cc2nc(-c3cnccn3)no2)CC1
→ 3%[9.22 µM]	3%	-27%	29%[46 µM]	16%[10 µM]	2%	2%
> CCCCCC[N+](C)(C)CC/C=C1/c2ccccc2Sc2ccc(Cl)cc21
→ -32%[9.22 µM]	-3%	·	·	-28%[10 µM]	·	·
> Cc1ccc(NC(=O)C2C3C=CC4(CN(Cc5cccnc5)C(=O)C24)O3)cc1F (centres undefined)
→ 5%	0%	43%	-8%	-8%	2%	4%
> COC(=O)c1ccc(N/C=C/C(=O)c2ccc(OC)c(OC)c2)cc1
→ 4%	-7%	-10%	8%	-37%	-19%[38.3 µM]	-8%
> Cc1scc(C(=O)N2CCN(c3ccc(Cl)cc3)CC2)c1C
→ -1%	-4%	-71%[inhibitor]	·	3%[10 µM]	7%	-2%
> CCOc1ccc(C(=O)Nc2ccc(-c3nc4ccccc4[nH]3)cc2)cc1[N+](=O)[O-]
→ 25%	?	6%[1.84 µM]	-5%	-11%[10 µM]	6%	-2%
> CC(C)COC(=O)/C(C#N)=C/c1cn(Cc2ccccc2)c2ccccc12
→ -4%	11%	-11%	-13%	-2%[10 µM]	6%	1%
> Cc1ccc(S(=O)(=O)N2CCC[C@H]2C(=O)OCC(=O)c2ccc3c(c2)NC(=O)CO3)cc1
→ -20%[9.22 µM]	29%	·	·	18%[10 µM]	·	·
> O=C1c2ccccc2C(=O)N1Cc1nc(-c2ccccc2)no1
→ -4%	2%	10%	4%	9%	4%[38.3 µM]	-1%
> CC(C)=NNc1nc2c(c(=O)n(C)c(=O)n2C)n1CCc1ccccc1
→ -11%	-22%	3%	-28%[46 µM]	-31%[inhibitor]	9%	-12%
> CC1CCCC(NC(=O)CCC(=O)c2ccc(F)cc2)C1C (centres undefined)
→ 8%[9.22 µM]	8%	·	·	-4%[10 µM]	·	·
> COc1ccc(/C=C/C(=O)NCCCn2ccnc2)cc1
→ 17%	-3%	5%	5%	8%[10 µM]	2%	11%
> Cc1nc(Nc2ccc(S(=O)(=O)N3CCCC3)cc2)c2nnn(Cc3ccccc3)c2n1
→ -12%	-2%	-50%[inhibitor]	?	5%[10 µM]	-12%	-1%
> O=C(CSc1nc(C2CCCCC2)nc2ccccc12)N1CCCC1
→ 3%[9.22 µM]	5%	·	0%[46 µM]	21%[10 µM]	8%	2%
> CCS(=O)(=O)CCSc1nc(C)cc(C)c1C#N
→ -5%	3%	31%	3%	-8%[0.074 µM]	-5%[38.3 µM]	3%
> CCC(C)[C@H](NC(=O)NCc1ccccc1Cl)C(=O)O (some centres undefined)
→ -5%	1%	15%	2%	4%	33%[activator][38.3 µM]	-2%
> COc1ccc(OC)c(S(=O)(=O)NCc2csc(-c3ccccc3)n2)c1
→ 11%	1%	2%	0%	-1%[1.9 µM]	25%[38.3 µM]	0%
> COc1ccccc1/C=C1\S/C(=N/NC(=O)c2cccc(Br)c2)NC1=O
→ 10µM*	0%	-18%	?	-84%[inhibitor]	-6%[38.3 µM]	-1%
> CCCCCCOc1ccc(N2C(=O)CC(S/C(N)=N/N=C(\C)c3cccs3)C2=O)cc1 (centres undefined)
→ -1%	-5%	11%	6%	0.79µM*	11%[38.3 µM]	0%
> CC(C)CNC(=S)NNC(=O)c1ccc(OC(F)F)cc1
→ -7%	3%	-17%	-2%	16%	1%[38.3 µM]	8%

Reformatted as labelled records: part of the list above
mol: CCS(=O)(=O)CCSc1nc(C)cc(C)c1C#N
  HTT aggregate: -5%
  CBFb RUNX1 block: 3%
  SMN2 splice up: 31%
  LMNA splice mod: 3%
  HTT ATP protect: -8%[0.074 µM]
  IMPase Li cell: -5%[38.3 µM]
  KinaseGlo FLuc: 3%

mol: CCC(C)[C@H](NC(=O)NCc1ccccc1Cl)C(=O)O (some centres undefined)
  HTT aggregate: -5%
  CBFb RUNX1 block: 1%
  SMN2 splice up: 15%
  LMNA splice mod: 2%
  HTT ATP protect: 4%
  IMPase Li cell: 33%[activator][38.3 µM]
  KinaseGlo FLuc: -2%

More results:
Value order: HTT aggregate	CBFb RUNX1 block	SMN2 splice up	LMNA splice mod	HTT ATP protect	IMPase Li cell	KinaseGlo FLuc
> O=C(Nc1ccc(N2CCN(C(=O)c3cccs3)CC2)cc1)c1cccnc1Cl
→ 14%[9.22 µM]	4%	·	-4%[46 µM]	12%[10 µM]	-1%	1%
> CC(C)=CC(=O)OCC(=O)Nc1ccc(Cl)cn1
→ 23%	8%	-19%	4%	15%	8%[38.3 µM]	-6%
> O=C(c1ccccc1)N1CCN(c2ncnc3c2cnn3-c2ccccc2)CC1
→ -17%	4%	-19%	-7%	-2%	-8%[38.3 µM]	-7%
> Cc1nn(-c2nc3ccccc3[nH]2)c(N)c1-c1ccc(Cl)cc1
→ ?	-3%	?	-3%	?	26%[38.3 µM]	-2%
> CCC1=C(OC(=O)c2ccccc2)C(C)(C)C(c2ccccc2)OC1=O (centres undefined)
→ 19%[9.22 µM]	7%	-4%	26%	-6%	32%[activator][38.3 µM]	-1%
> Cc1c(NC(=O)NC2CCCCC2)cccc1[N+](=O)[O-]
→ -4%	-1%	27%	·	-8%[10 µM]	9%	-1%
> Cc1ccc(S(=O)(=O)N(CCC#N)C2CCCCC2)c2nsnc12
→ -26%	3%	-16%	?	·	7%	-3%
> O=C(Nc1ccc(Cl)cn1)Nc1ccc(Cl)cn1
→ 27%	?	14%	0%[46 µM]	-5%[10 µM]	-9%	2%
> O=c1c2c(nc3nc(SCc4ccccc4)[nH]n13)CCC2
→ -7%	-1%	-10%	4%	-3%[0.074 µM]	-13%[38.3 µM]	1%
> Cc1ccc(-n2nnnc2CCl)cc1
→ -6%[9.22 µM]	7%	·	?	-3%[10 µM]	6%	5%
> CCNc1nc(NCC)nc(OCCOC(C)=O)n1
→ -4%	-2%	10%	-2%	-10%[10 µM]	7%	-2%
> C/C(=N\Nc1nc2ccccc2[nH]1)c1ccc(N2CCOCC2)cc1
→ -7%	-22%	?	?	-76%[inhibitor][10 µM]	12%	-13%
> CC(NS(=O)(=O)c1ccc(OCC(=O)N2CCOCC2)cc1)c1ccccc1 (centres undefined)
→ 2%	9%	-12%	7%	8%[1.9 µM]	8%	2%
> C=CCn1c(C)cc(C2=NNC(=NCc3ccccc3)SC2)c1C
→ -19%	-18%	13µM*	·	-3%	9%	-2%
> COc1ccc(S(=O)(=O)Nc2ccc3ccccc3c2)cc1C
→ ?	2%	-53%[inhibitor]	-11%	25%[10 µM]	27%[38.3 µM]	16%
> C#CCOCCOCCOCCNc1nc(N2CCN(C(=O)[C@H](C)n3cc(CCCN=C(N)N)nn3)CC2)nc(N2CCN(C(=O)[C@H](C)n3cc(CCCN=C(N)N)nn3)CC2)n1
→ 8%	3%[2.36 µM]	-4%	2%	·	3%	-3%
> Cc1noc(C)c1COc1cccc(C(=O)N2CCN(C/C=C/c3ccccc3)CC2)c1
→ -12%	-2%	-59%[inhibitor]	?	-23%	16%[38.3 µM]	-2%
> CCNc1nc2[nH]c(=O)c3c(c2s1)OC(N)=C(C#N)C3c1ccc(C)cc1 (centres undefined)
→ -5%	-5%	-7%	0%	-5%	2%[38.3 µM]	-3%
> O=C(NCCN1CCN(S(=O)(=O)c2ccc([N+](=O)[O-])cc2)CC1)C(=O)Nc1ccccc1
→ -2%	10%	5%	?	-8%[10 µM]	3%	2%
> CCC(C)[C@H](NC(=O)NCCCN1CCOCC1)C(=O)OC (some centres undefined)
→ -14%	-2%	-3%	4%	-26%	-3%[38.3 µM]	-2%
> CCCS(=O)(=O)N1CCN(Cc2ccc3c(c2)c2ccccc2n3CC)CC1
→ 10%	-5%	-37%[inhibitor]	?	·	-3%	-1%
> CCOc1ccc(/C=C2\SC(N3CCc4ccccc4C3)=NC2=O)cc1
→ 21%	-3%	-23%	-4%	-12%[10 µM]	20%	-1%
> COc1ccc(N2CCN(C(=O)CSc3nnnn3-c3ccc4c(c3)OCCO4)CC2)cc1
→ ?	-17%	-49%[inhibitor]	?	17%[10 µM]	12%[38.3 µM]	13%
> Cc1sc2nc(CN(C(=O)NCc3ccccc3)C3CCCC3)[nH]c(=O)c2c1C
→ 6%[9.22 µM]	13%	·	·	19%[10 µM]	·	·
> CCn1nc(C)cc1C(=O)Sc1cccc(Br)c1
→ 0%[9.22 µM]	9%	·	·	-9%[10 µM]	·	·
> CCCCNc1nc(C)nc2c1nc(-c1ccccc1)n2CCCN1CCCCC1C (centres undefined)
→ ·	9%	-10%	·	-52%[inhibitor]	14%	-3%
> COc1cc(C)nc(NCc2ccccc2)n1
→ ?	4%	1%	30%	-2%[10 µM]	2%	9%
> CCC(C)(C)NC(=O)C(c1ccc(C)o1)N(C(=O)c1csnn1)c1cccc(F)c1 (centres undefined)
→ -1%	15%	10%	-7%	-7%[1.9 µM]	6%	1%
> CC(C)CNC(=O)[C@H](Cc1ccccc1)NC(=O)c1ccco1
→ -12%	-5%	-29%	1%	6%	39%[38.3 µM]	-1%
> O=C(CCc1ccc(S(=O)(=O)NC2CCCCC2)cc1)NCc1cccnc1
→ 42%[9.22 µM]	-1%	·	-27%[46 µM]	?	0%	-6%
> COCCOC(=O)N/C=C\c1nc2ccccc2c(=O)[nH]1
→ -6%	7%	18%	-25%	1%[10 µM]	11%	1%

Full records from above. Values in the order: HTT aggregate, CBFb RUNX1 block, SMN2 splice up, LMNA splice mod, HTT ATP protect, IMPase Li cell, KinaseGlo FLuc
CCC(C)(C)NC(=O)C(c1ccc(C)o1)N(C(=O)c1csnn1)c1cccc(F)c1 (centres undefined) as listed: -1%, 15%, 10%, -7%, -7%[1.9 µM], 6%, 1%
CCCCNc1nc(C)nc2c1nc(-c1ccccc1)n2CCCN1CCCCC1C (centres undefined) as listed: ·, 9%, -10%, ·, -52%[inhibitor], 14%, -3%
CC(C)CNC(=O)[C@H](Cc1ccccc1)NC(=O)c1ccco1 as listed: -12%, -5%, -29%, 1%, 6%, 39%[38.3 µM], -1%
COCCOC(=O)N/C=C\c1nc2ccccc2c(=O)[nH]1 as listed: -6%, 7%, 18%, -25%, 1%[10 µM], 11%, 1%
COc1ccc(N2CCN(C(=O)CSc3nnnn3-c3ccc4c(c3)OCCO4)CC2)cc1 as listed: ?, -17%, -49%[inhibitor], ?, 17%[10 µM], 12%[38.3 µM], 13%

Screening data as filed in PubChem BioAssay.
